ERG Ets-DNA blk – ERG Ets/DNA interaction inhibition; fluorescence polarization, His-ERG Ets domain / labelled DNA; P11308; hit rate 0.028% among 370,000; AID 624246; Potency, µM (top dose mostly 76.9 µM), for the others: top-dose FP activity, negative = inhibition, most hits filed as inhibitors; active = well fitted inhibition curve with a large enough effect in the polarisation, with a control signal flat; inconclusive = small, poorly fitted or top-dose-only effect, or effect the other way, or a change in a side signal; inactive = no such curve, though single readings can be large or run the other way; the % refers to the polarisation;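 also: polarization taken with two DNA probes labelled with fluorescein and Texas red; potency is read from the fitted curve at half-maximal effect; % of control where 0% means no effect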
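His-tagged ERG Ets domain (1 uM in the protein solution; 300mM KCl, 50mM Tris-HCl, 1mM EDTA, 1mM DTT, pH 7.5) received compound, then a probe mix of 5 nM fluorescein-DNA and 100nM Texas-615-DNA. Fluorescence polarization was read for both dyes.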
BAZ2B block – BAZ2B (human) inhibition | Q9UIF8 | AlphaScreen BAZ2B-H3K14Ac peptide displacement | Potency, µM (doses to about 114 µM), without a hit: top-dose activity change, negative = inhibition, usual class: inhibitors | hit rate 4.4% among 360,000 | AID 504333; also: potency is read from the fitted curve at half-maximal effect; % is scaled to controls: 0 for no effect and ±100 for the full control effect; nearly all actives have a fitted effect of over 60% in size
Target sequence (Q9UIF8 whole entry, looked up): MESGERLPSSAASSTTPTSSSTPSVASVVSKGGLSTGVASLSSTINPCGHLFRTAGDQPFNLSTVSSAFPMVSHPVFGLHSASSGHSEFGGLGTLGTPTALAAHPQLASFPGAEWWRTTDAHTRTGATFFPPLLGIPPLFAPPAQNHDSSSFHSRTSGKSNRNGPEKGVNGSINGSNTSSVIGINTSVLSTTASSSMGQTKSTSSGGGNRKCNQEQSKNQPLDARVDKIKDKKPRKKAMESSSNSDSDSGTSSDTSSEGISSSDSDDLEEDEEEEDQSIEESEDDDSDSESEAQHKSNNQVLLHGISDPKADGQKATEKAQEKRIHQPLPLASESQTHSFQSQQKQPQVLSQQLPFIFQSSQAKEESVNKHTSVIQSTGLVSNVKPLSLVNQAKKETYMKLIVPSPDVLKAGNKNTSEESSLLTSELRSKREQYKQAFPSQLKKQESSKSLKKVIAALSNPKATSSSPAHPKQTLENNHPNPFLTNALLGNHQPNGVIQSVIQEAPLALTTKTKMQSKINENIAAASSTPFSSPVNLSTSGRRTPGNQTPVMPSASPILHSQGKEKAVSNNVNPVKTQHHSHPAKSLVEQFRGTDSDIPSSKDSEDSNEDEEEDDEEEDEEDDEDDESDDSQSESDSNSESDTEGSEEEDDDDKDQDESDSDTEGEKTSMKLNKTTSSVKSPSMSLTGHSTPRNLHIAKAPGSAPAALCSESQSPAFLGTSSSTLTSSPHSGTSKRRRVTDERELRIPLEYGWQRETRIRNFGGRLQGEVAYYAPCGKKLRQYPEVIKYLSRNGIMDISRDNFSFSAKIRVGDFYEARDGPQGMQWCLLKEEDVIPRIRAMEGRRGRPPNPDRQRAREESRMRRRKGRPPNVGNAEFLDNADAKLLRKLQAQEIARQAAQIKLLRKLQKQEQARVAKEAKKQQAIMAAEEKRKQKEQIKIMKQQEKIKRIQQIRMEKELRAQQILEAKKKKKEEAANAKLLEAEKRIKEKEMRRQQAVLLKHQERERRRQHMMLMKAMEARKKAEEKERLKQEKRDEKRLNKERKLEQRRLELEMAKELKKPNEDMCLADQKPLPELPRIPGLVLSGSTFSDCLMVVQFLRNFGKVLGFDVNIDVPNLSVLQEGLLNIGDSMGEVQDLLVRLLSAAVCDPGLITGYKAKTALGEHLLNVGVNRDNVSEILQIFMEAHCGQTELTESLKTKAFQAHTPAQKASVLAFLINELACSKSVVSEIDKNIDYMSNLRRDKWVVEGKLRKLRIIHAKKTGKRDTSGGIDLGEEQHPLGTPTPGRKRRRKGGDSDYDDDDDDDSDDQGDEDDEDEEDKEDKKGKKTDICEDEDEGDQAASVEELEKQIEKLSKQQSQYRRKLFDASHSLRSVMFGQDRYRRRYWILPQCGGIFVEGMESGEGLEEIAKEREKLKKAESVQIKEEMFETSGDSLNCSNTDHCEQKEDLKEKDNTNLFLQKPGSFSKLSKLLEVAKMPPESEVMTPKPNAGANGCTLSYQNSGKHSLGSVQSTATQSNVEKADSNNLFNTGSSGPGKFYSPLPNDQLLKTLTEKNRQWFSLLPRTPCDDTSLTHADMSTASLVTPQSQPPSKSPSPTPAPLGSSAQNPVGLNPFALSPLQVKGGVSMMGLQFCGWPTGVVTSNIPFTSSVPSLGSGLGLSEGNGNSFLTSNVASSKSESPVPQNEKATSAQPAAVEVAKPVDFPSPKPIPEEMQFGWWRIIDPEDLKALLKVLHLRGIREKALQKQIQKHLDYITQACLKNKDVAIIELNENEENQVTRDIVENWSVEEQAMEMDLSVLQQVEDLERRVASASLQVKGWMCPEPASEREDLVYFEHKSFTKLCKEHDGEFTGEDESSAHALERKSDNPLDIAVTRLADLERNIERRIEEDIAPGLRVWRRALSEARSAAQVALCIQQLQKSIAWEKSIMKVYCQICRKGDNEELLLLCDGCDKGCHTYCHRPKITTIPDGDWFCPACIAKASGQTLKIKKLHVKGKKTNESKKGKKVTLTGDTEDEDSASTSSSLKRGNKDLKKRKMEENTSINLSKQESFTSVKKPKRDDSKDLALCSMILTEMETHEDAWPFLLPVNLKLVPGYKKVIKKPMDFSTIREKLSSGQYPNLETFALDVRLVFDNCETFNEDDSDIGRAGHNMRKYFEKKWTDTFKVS
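AlphaScreen luminescence quantifies BAZ2B engagement of H3K14Ac peptide; the protein and biotinylated peptide are both at 50 nM final, buffer PBS pH 7.4 with 0.01% Tween-20, all steps at room temperature.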
Pin1 inh – human Pin1 inhibition; Q13526; Pin1 FP peptide displacement, HiFluor488, 10 min; Potency, µM (highest dose often 115 µM), inactives show at the highest dose activity, negative = inhibition, hits mostly inhibitors; hit rate 0.009% among 390,000; AID 504891; active = well fitted inhibition curve with a large enough effect in the polarisation, with a control signal flat, not every such curve was filed as active; inconclusive = small, poorly fitted or top-dose-only effect, or effect the other way, or a change in a side signal; inactive = no such curve, though single readings can be large or run the other way; the % refers to the polarisation; also: potency is read from the fitted curve at half-maximal effect; % is scaled to controls: 0 for no effect and ±100 for the full control effect
PI4K2A block – PI4K2A (human) kinase inhibition; purified PI4K2A, ADP-Glo luminescence, 1 h; hits give low values; activity change, negative = inhibition, % at 76.9 µM; hit rate 0.13% among 420,000; in the data active = activity change below about -50%; inconclusive = mostly about -30% to -49%;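 also: -100% = wells without enzyme as full effect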
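ADP-Glo luminescence measured ADP generated by PI4K2A enzyme (4 ug/mL before mixing) with 1.2 mM PI substrate (pre-mix) and 300 microM ATP (pre-mix). Tris pH7.5 buffer with MgCl2, Triton X-100; 1 h reaction at ambient temperature.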
PGK inhibitor – blocks T. brucei phosphoglycerate kinase. P07378. PGK/GAPDH coupled, Kinase-Glo luminescence, 60 min. Potency, µM (highest dose often 57.5 µM), for inactives: top-dose activity change, negative = inhibition, most hits filed as inhibitors. hit rate 0.043% among 380,000; also: potency is read from the fitted curve at half-maximal effect; % is scaled to controls: 0 for no effect and ±100 for the full control effect; nearly all actives have a fitted effect of over 60% in size
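Recombinant glycosomal PGK reaction used 1,3-bisphosphoglycerate generated in-well by GAPDH (100nM final) in 100mM TEA pH 7.6, 5mM MgCl2, 0.01% Tween-20. After 60 minutes at room temperature, ATP was read by Kinase-Glo Plus luminescence end-point.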
JMJD2A Tudor inh – inhibitors of human JMJD2A Tudor domain | AlphaScreen JMJD2A-Tudor / H3K4me3 peptide binding | Potency, µM (doses to about 114 µM), for the others: at the top dose activity change, negative = inhibition, most hits filed as inhibitors | hit rate 4.4% among 390,000; also: potency is read from the fitted curve at half-maximal effect; % is scaled to controls: 0 for no effect and ±100 for the full control effect; nearly all actives have a fitted effect of over 50% in size
HP1b binding inh – blocks HP1-beta chromodomain binding to methylated histone tails; AlphaScreen HP1-beta / biotin-H3K9me3 peptide binding; hit rate 0.56% among 390,000; P83916; Potency, µM (series often up to 114 µM), inactives show top-dose activity change, negative = inhibition, most hits filed as inhibitors; AID 540317; also: potency is read from the fitted curve at half-maximal effect; nearly all actives have a fitted effect of over 70% in size; inactives centre near 23
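AlphaScreen: HP1-beta (50 nM) preformed 30 min with biotin-H3(1-18)K9me3 peptide (50 nM) in PBS pH 7.4, 0.01% Tween-20. Compound added for 30 min at RT, then streptavidin donor/nickel chelate acceptor beads (10 ug/mL) for 30 min.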
GLS inh – inhibitors of human glutaminase (GLS); O94925; GLS enzymatic activity, qHTS titration; AID 624170; hit rate 0.21% among 410,000; Potency, µM (doses to about 45.5 µM), inactives show at the highest dose activity change, negative = inhibition, usual class: inhibitors; also: potency is read from the fitted curve at half-maximal effect; % is scaled to controls: 0 for no effect and ±100 for the full control effect
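hKGA; 45 mM KH2PO4 pH 8.2 + 0.02% Tween-20; cpd via pin tool; 1 mM Gln soln; GluOx/HRP/Amplex Red; RT 30 min; fluor. t0 & final.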
G9a block – inhibitors of human histone lysine methyltransferase G9a | hit rate 8.8% among 350,000 | G9a H3K9 monomethylation, AlphaScreen, 2 h | Q96KQ7 | AID 504332 | Potency, µM (titrated, usually from 102 µM), without a hit: top-dose activity, negative = inhibition, most hits filed as inhibitors; also: potency is read from the fitted curve at half-maximal effect; % is scaled to controls: 0 for no effect and ±100 for the full control effect; nearly all actives have a fitted effect of over 75% in size
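Signal arises when biotinylated H3K9 peptide, once monomethylated, bridges streptavidin donor and antibody-captured acceptor beads. Enzyme at 20 nM was preincubated 15 min with test compounds; peptide 500 nM and SAM 20 uM then reacted for 2 h.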
Active calls of the source: *; & = joins results of further samples; [ ] = remark or other dose. Unless noted, calls follow the shape of the dose curve; as a rule, active = well fitted curve in the direction sought with a large enough effect; inconclusive = small, poorly fitted or top-dose-only effect, or another doubt; inactive = no such curve, though single readings can be large; an effect the other way counts as inactive or inconclusive.

Results for Cc1ccc(NC(=O)C2CCCN(C(=O)c3ccc(Cl)cc3)C2)c(C)c1 (stereo unspecified) ?
ERG Ets-DNA blk: 3%; BAZ2B block: -7%; Pin1 inh: 0%; PI4K2A block: 0; PGK inhibitor: 1%; JMJD2A Tudor inh: -1%; HP1b binding inh: 19%; GLS inh: 6%; G9a block: -27%

How did Cc1cccc(Cc2c(C)nc3nc(SCc4ccccc4Cl)nn3c2C)c1 do in these assays?
ERG Ets-DNA blk: inconclusive; BAZ2B block: 11%; Pin1 inh: -7%; PI4K2A block: 4; PGK inhibitor: 6%; JMJD2A Tudor inh: 13%; HP1b binding inh: 55%[activator]; GLS inh: -2%; G9a block: -7%[59 µM]

How did CCOC(=O)c1ccc(NC(=O)C2(c3ccc(OC)cc3)CCOCC2)cc1 do in these assays?
ERG Ets-DNA blk: 0%; BAZ2B block: -5%[57.1 µM]; Pin1 inh: -6%; PI4K2A block: 11; PGK inhibitor: 2%; JMJD2A Tudor inh: -7%; HP1b binding inh: 21%; GLS inh: 4%; G9a block: 24%

How did COc1ccc(Cl)cc1NC(=O)CCn1nc(C)cc1C do in these assays?
ERG Ets-DNA blk: 1%; BAZ2B block: 71µM*; Pin1 inh: -4%; PI4K2A block: -1; PGK inhibitor: -14%; JMJD2A Tudor inh: inconclusive; HP1b binding inh: 10%; GLS inh: -4%; G9a block: -2%[59 µM]

What do the screens show for `COc1ccccc1NC(=O)C1CCN(C(=O)c2sc3nc[nH]c(=O)c3c2C)CC1`?
ERG Ets-DNA blk: -7%; BAZ2B block: 8%; Pin1 inh: -1%; PI4K2A block: -4; PGK inhibitor: inactive; JMJD2A Tudor inh: -7%; HP1b binding inh: 24%[57 µM]; GLS inh: -7%; G9a block: 23%[59 µM]

What do the screens show for `Cc1ccc(C)c(NC(=O)CN(C)C(=O)COc2ccc3ccccc3c2)c1`?
ERG Ets-DNA blk: 14%; Pin1 inh: -2%; PI4K2A block: -8; PGK inhibitor: -1%; JMJD2A Tudor inh: 1%; HP1b binding inh: 28%; GLS inh: -8%

What do the screens show for `O=C(CN1CCC(n2cnc3cc(F)ccc32)CC1)Nc1ccccc1Br`?
ERG Ets-DNA blk: 3%; BAZ2B block: -24%; Pin1 inh: -1%; PI4K2A block: -2; PGK inhibitor: -7%; JMJD2A Tudor inh: -17%; HP1b binding inh: 23%; GLS inh: 0%; G9a block: inconclusive

How did CCC(=O)N1CCCc2cc(S(=O)(=O)N3CCC(N4CCCCC4)CC3)ccc21 do in these assays?
ERG Ets-DNA blk: -5%; BAZ2B block: 9%; Pin1 inh: 0%; PI4K2A block: -3; PGK inhibitor: 7%; JMJD2A Tudor inh: -12%; HP1b binding inh: 33%; GLS inh: 2%; G9a block: -8%[59 µM]

What do the screens show for `O=C(O)COc1ccccc1C1C2C(=O)N(c3ccccc3)C(=O)C2ON1c1ccccc1` (stereo unspecified)?
ERG Ets-DNA blk: -2%; BAZ2B block: -35%; Pin1 inh: inconclusive; PI4K2A block: -5; PGK inhibitor: -2%; JMJD2A Tudor inh: -4%[11.4 µM]; HP1b binding inh: -19%; GLS inh: 62%[activator]; G9a block: inconclusive

How did O=C(CSc1nc(-c2ccco2)cc(C(F)(F)F)n1)N1CCN(c2cccc(Cl)c2)CC1 do in these assays?
ERG Ets-DNA blk: -5%; BAZ2B block: -6%; Pin1 inh: 30%; PI4K2A block: 0; PGK inhibitor: inactive; JMJD2A Tudor inh: -27%; HP1b binding inh: 21%; GLS inh: -1%; G9a block: 2%[59 µM]

Reprinted at random: two compounds from above, in no set order.
How did O=C(CSc1nc(-c2ccco2)cc(C(F)(F)F)n1)N1CCN(c2cccc(Cl)c2)CC1 do in these assays?
ERG Ets-DNA blk: -5%; BAZ2B block: -6%; Pin1 inh: 30%; PI4K2A block: 0; PGK inhibitor: inactive; JMJD2A Tudor inh: -27%; HP1b binding inh: 21%; GLS inh: -1%; G9a block: 2%[59 µM]

How did CCC(=O)N1CCCc2cc(S(=O)(=O)N3CCC(N4CCCCC4)CC3)ccc21 do in these assays?
ERG Ets-DNA blk: -5%; BAZ2B block: 9%; Pin1 inh: 0%; PI4K2A block: -3; PGK inhibitor: 7%; JMJD2A Tudor inh: -12%; HP1b binding inh: 33%; GLS inh: 2%; G9a block: -8%[59 µM]

Continued:
Results for O=S(=O)(NCc1ccccc1F)c1cccc(S(=O)(=O)N2CCOCC2)c1 ?
ERG Ets-DNA blk: -6%; BAZ2B block: inconclusive; Pin1 inh: -3%; PI4K2A block: 5; PGK inhibitor: -6%; JMJD2A Tudor inh: -5%; HP1b binding inh: 23%; GLS inh: -4%; G9a block: -24%

Results for O=C(CSc1nc(C(F)(F)F)cc(=O)[nH]1)NCc1ccc2c(c1)OCO2 ?
ERG Ets-DNA blk: -3%; BAZ2B block: 7%; Pin1 inh: 2%; PI4K2A block: 2; PGK inhibitor: -1%; JMJD2A Tudor inh: -18%; HP1b binding inh: 25%; GLS inh: 6%; G9a block: 7%

Results for Nc1nc2c(ncn2[C@H]2C[C@H](O)[C@@H](CO)O2)c(=O)[nH]1 ?
ERG Ets-DNA blk: inconclusive; BAZ2B block: -13%; Pin1 inh: 6%&0%; PI4K2A block: -5; PGK inhibitor: inactive; JMJD2A Tudor inh: -9%; HP1b binding inh: 23%; GLS inh: -3%; G9a block: 2%[59 µM]

How did Cc1cccc(-c2nc3ccccc3c3nncn23)c1 do in these assays?
ERG Ets-DNA blk: -2%; BAZ2B block: 5%; Pin1 inh: 2%; PI4K2A block: -2; PGK inhibitor: -3%; JMJD2A Tudor inh: -6%[57.1 µM]; HP1b binding inh: 45%[activator]; GLS inh: 0%; G9a block: 15%[59 µM]

What do the screens show for `CCOC(=O)C1=C(COC(=O)/C=C/c2ccc(OC)cc2OC)NC(=O)NC1C` (stereo unspecified)?
BAZ2B block: -9%; Pin1 inh: 4%; PI4K2A block: 4; PGK inhibitor: -4%; JMJD2A Tudor inh: -15%; HP1b binding inh: 7%; GLS inh: 1%; G9a block: -47%

What do the screens show for `CN1CCC(Oc2ccccc2Sc2ccccc2)CC1`?
ERG Ets-DNA blk: 3%; BAZ2B block: -37%; Pin1 inh: 0%; PI4K2A block: 3; PGK inhibitor: -6%; JMJD2A Tudor inh: 0.71µM*; HP1b binding inh: inconclusive; GLS inh: 3%; G9a block: inconclusive

Results for O=C1C2CCCN2C(=O)N1CCCCN1CCN(c2ccccc2)CC1 (stereo unspecified) ?
ERG Ets-DNA blk: -2%; BAZ2B block: 1%; Pin1 inh: -10%; PI4K2A block: 2; PGK inhibitor: 6%; JMJD2A Tudor inh: -4%; HP1b binding inh: 19%; GLS inh: 21%; G9a block: -6%[59 µM]

How did COc1ccc(C(=O)OC2C(OC)OCC(O)C2O)cc1 (stereo unspecified) do in these assays?
ERG Ets-DNA blk: -2%; Pin1 inh: -9%; PI4K2A block: 5; PGK inhibitor: -10%; JMJD2A Tudor inh: inconclusive; HP1b binding inh: 7%[57 µM]; GLS inh: -14%

What do the screens show for `CC1(C)Cc2nc3scc(NC(=O)c4ccccc4)c3cc2CO1`?
ERG Ets-DNA blk: -2%; BAZ2B block: -14%; Pin1 inh: 1%; PI4K2A block: -1; PGK inhibitor: -7%; JMJD2A Tudor inh: -9%; HP1b binding inh: 27%; GLS inh: -1%; G9a block: inconclusive

How did COc1ccc(C(=O)N2CCCC2(C#N)c2ccccc2)cc1[N+](=O)[O-] (stereo unspecified) do in these assays?
ERG Ets-DNA blk: 2%; BAZ2B block: -13%; Pin1 inh: -2%; PI4K2A block: -2; PGK inhibitor: -9%; JMJD2A Tudor inh: -8%; HP1b binding inh: 35%; GLS inh: 1%; G9a block: 15%

What do the screens show for `CCN(C1CCCCC1)S(=O)(=O)CCNC(=O)c1ccccc1`?
BAZ2B block: -5%; Pin1 inh: -1%; PI4K2A block: -2; PGK inhibitor: -1%; JMJD2A Tudor inh: -7%; HP1b binding inh: 11%; GLS inh: 0%; G9a block: 5%

What do the screens show for `CCc1ccc(NCc2cccn2-c2nnc(N3CCCCCC3)s2)cc1`?
ERG Ets-DNA blk: -2%; BAZ2B block: -14%; Pin1 inh: 2%; PI4K2A block: -1; JMJD2A Tudor inh: inconclusive; HP1b binding inh: -8%; GLS inh: -12%; G9a block: -21%[59 µM]

Results for C[C@]12CC[C@@H]3c4ccc(OS(=O)(=O)O)cc4CC[C@H]3[C@@H]1CCC2=O ?
ERG Ets-DNA blk: -8%&16%; BAZ2B block: 10%&6%; Pin1 inh: -4%&2%; PI4K2A block: 1&0; PGK inhibitor: 9%&-1%; JMJD2A Tudor inh: -13%&2%; HP1b binding inh: 44%&37%[activator]; GLS inh: 6%&-5%; G9a block: 9%

What do the screens show for `O=C(CCCN1C(=O)c2cccc3cccc(c23)C1=O)NCc1cccs1`?
ERG Ets-DNA blk: 5%; BAZ2B block: -6%; Pin1 inh: -2%; PI4K2A block: -5; PGK inhibitor: -5%; JMJD2A Tudor inh: -14%; HP1b binding inh: -2%; GLS inh: 6%; G9a block: 5%

High-throughput results deposited in PubChem BioAssay by National Center for Advancing Translational Sciences (NCATS).
